Screening data as filed in PubChem BioAssay.
PfGluPho inh: PfG6PD enzyme inhibitors, primary screen, biochemical, fluorescence intensity, uHTS; glucose-6-phosphate dehydrogenase-6-phosphogluconolactonase (Plasmodium falciparum 3D7); PfGluPho enzyme, NADPH resazurin-diaphorase fluorescence; inhibition, % at 20 µM; 350,000 compounds, 0.78% hits;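 active = inhibition reaching at least a set limit at 20 µM in the primary screen, cut at about 59% in these data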;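 note: 0% = DMSO wells with substrate and 100% = DMSO wells lacking glucose-6-phosphate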
SENP6 block: SENP6 protease inhibitors, primary screen, biochemical, luminescence, uHTS; inhibition, % at 10 µM; Recombinant SENP6 catalytic domain, aminoluciferin luminescence; Sentrin-specific protease 6 (Homo sapiens), Q9GZR1; 330,000 compounds, 1.8% hits;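 active = inhibition above about 50% at the single tested dose, limit read from the data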;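 note: plate controls were DMSO wells with enzyme for no effect and DMSO wells lacking enzyme for full effect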
SENP7 inh: SENP7 protease inhibitors, primary screen, biochemical, luminescence, uHTS; Sentrin-specific protease 7 (Homo sapiens), Q9BQF6; recombinant SENP7, Z-RLRGG-aminoluciferin luminescence, 40 min; inhibition, % at 5 µM; 330,000 compounds, 1.5% hits; AID 434973, 2010;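 active = inhibition above about 50% at the single test dose, limit read from the data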;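 note: plate controls were DMSO with enzyme for no effect and no enzyme buffer wells for full effect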
SENP8 block-1: human SENP8 protease inhibitors, primary screen, biochemical, fluorescence, Nedd8 protein substrate, uHTS; Sentrin-specific protease 8 (Homo sapiens), Q96LD8; AID 602440, 2012; inhibition, % at 20 µM; 360,000 compounds, 0.64% hits; recombinant SENP8; in the data active = inhibition mostly above about 40%, no sharp cut-off; inactive = mostly below about 27%
Apaf1 inhib: inhibitors of human Apaf-1 apoptosome, primary screen, biochemical, DEVD-Rh110 fluorescence, uHTS | reconstituted apoptosome caspase-3 activity | 330,000 compounds, 0.71% hits | inhibition, % at 20 µM | Apoptotic protease-activating factor 1 (Homo sapiens), O14727; active = inhibition of at least 40% at 20 µM;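 note: plate controls were DMSO wells for no effect and DEVD-CHO caspase inhibitor wells for full effect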
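Assay system: Apoptosome proteins | Medium: pH 7.5 Hepes buffer with CHAPS, BSA, DTT | Also added: Cytochrome c and DEVD-Rh110 substrate | Times: 30 min plus 50 min, RT | Detection: Rhodamine 110 fluorescence at Ex 480/Em 540 nm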
HKDC1 inhibitor: HKDC1 hexokinase inhibitors, primary screen, biochemical, fluorescence, uHTS. Q2TB90. recombinant HKDC1, G6PDH/diaphorase resazurin coupled fluorescence. inhibition, % at 20 µM. 340,000 compounds, 0.16% hits. AID 493160, 2011;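 active = inhibition above about 35% when tested at 20 µM, limit read from the data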;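 note: plate controls were DMSO wells with enzyme for no effect and DMSO wells lacking enzyme for full effect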
Target sequence (Q2TB90 whole entry, looked up): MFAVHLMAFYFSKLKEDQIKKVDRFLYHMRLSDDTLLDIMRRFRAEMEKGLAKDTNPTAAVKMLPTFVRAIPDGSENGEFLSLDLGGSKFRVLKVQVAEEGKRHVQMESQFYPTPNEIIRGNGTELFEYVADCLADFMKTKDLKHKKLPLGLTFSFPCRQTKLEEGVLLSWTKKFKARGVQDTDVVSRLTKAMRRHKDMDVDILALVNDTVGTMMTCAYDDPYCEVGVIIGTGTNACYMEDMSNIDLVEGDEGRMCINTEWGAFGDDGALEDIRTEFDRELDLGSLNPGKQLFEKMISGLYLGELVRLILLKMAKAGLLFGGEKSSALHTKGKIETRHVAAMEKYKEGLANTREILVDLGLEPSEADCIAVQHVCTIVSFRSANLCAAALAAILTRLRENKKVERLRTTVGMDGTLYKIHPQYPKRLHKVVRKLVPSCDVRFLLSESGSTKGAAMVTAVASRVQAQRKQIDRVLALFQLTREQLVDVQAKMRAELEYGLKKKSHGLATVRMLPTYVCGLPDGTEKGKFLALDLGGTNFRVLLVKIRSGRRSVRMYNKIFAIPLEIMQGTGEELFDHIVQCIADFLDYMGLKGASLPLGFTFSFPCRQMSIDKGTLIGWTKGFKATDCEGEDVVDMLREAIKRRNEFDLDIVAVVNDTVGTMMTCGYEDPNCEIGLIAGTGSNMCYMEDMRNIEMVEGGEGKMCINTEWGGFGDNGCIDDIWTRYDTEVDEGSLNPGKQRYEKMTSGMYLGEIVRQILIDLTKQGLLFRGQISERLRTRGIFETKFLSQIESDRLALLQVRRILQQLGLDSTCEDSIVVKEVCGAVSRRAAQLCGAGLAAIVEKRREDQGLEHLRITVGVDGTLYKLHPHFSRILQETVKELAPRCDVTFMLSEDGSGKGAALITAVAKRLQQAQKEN
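Test system: HK5 enzyme. Quantity: 5 µg/mL HK5 final. Reagent: glucose and ATP substrates. Schedule: 90 min reaction incubation at room temperature, dark. Technique: resazurin-to-resorufin fluorescence via G6PDH and diaphorase coupling, 525/613 nm. Control set: DMSO wells with and without enzyme mix.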
SENP1 FRET inh: human SENP1 catalytic domain inhibitors, primary screen, biochemical, FRET, uHTS; Sentrin-specific protease 1 (Homo sapiens), Q9P0U3; recombinant SENP1 catalytic domain, CyPet-SUMO1-YPet FRET cleavage; inhibition, % at 10 µM; 360,000 compounds, 0.21% hits; AID 624204, 2012;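 active = inhibition at least 30% at 10 µM, raw YFP signal under a set limit, fluorescence ratio 0.5 to 1.5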;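 note: 0% = enzyme with DMSO and 100% = no enzyme wells; some results filed as inactive read as strong as hits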
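Test system: hSENP1 catalytic domain, recombinant; Amount: 20 pM final SENP1 enzyme; Medium: Tris pH 8 buffer plus EDTA, NaCl, BME, BSA, NP40, catalase; Schedule: 50 min enzyme reaction, room temperature, light-protected; Technique: FRET fluorescence in CFP and YFP emission channels; Controls: no-enzyme wells low, DMSO-plus-enzyme wells high control.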
SENP8 block-2: SENP8 protease inhibitors, primary screen, biochemical, luminescence; Sentrin-specific protease 8 (Homo sapiens), Q96LD8; purified SENP8, Z-RLRGG-aminoluciferin cleavage; inhibition, % at 10 µM; 330,000 compounds, 1.2% hits; AID 2540, 2010; in the data active = inhibition above about 50%
* hit, by the source's call; / = no result given.

SMILES | PfGluPho inh | SENP6 block | SENP7 inh | SENP8 block-1 | Apaf1 inhib | HKDC1 inhibitor | SENP1 FRET inh | SENP8 block-2
Cc1ccc(N2CCCCn3c2nc2c3c(=O)n(CC(=O)O)c(=O)n2C)cc1 | -6 | -24 | 14 | 13 | -1 | -4 | 0 | 1
COc1ccc(S(=O)(=O)n2cnc3cc(C)c(C)cc32)cc1 | 10 | -14 | -2 | 16 | -6 | 1 | 4 | 0
CCc1cc(C(=O)N2CCCC(C(=O)c3cccc(OC(C)C)c3)C2)n(C)n1 (stereo not drawn) | -6 | -1 | 4 | 2 | -9 | -4 | 3 | 4
CSc1nc(N2CCOCC2)c2c(c1C#N)CC(C)(C)OC2 | -7 | -17 | 2 | -10 | 3 | -6 | -1 | 0
Brc1ccc(N=Cc2ccccn2)cc1 | 26 | 2 | -9 | 2 | -11 | -9 | -2 | -5
CC(=O)N1CCC2(CC1)C/C(=N\NC(=S)Nc1ccccc1C)c1cc(O)ccc1O2 | 42 | -6 | 6 | -366 | -1 | -8 | -40 | 0
COCCN(C(=O)CSc1nnc(-c2cccc(OC)c2)n1C)c1c(N)n(Cc2ccccc2)c(=O)[nH]c1=O | / | -6 | 7 | 10 | 3 | / | 1 | -7
c1ccc2c(c1)N1CCCN=C1N2CCN1CCCCC1 | -6 | -6 | -10 | 13 | -6 | -10 | 1 | -7
COc1cccc(NC(=S)NNC(=O)C(C)n2nc(C)c([N+](=O)[O-])c2C)c1 (stereo not drawn) | -4 | 3 | -6 | 22 | -11 | 1 | 2 | -9
COc1cc2[nH]c(=S)n(C3CCCC3)c(=O)c2cc1OC | 15 | -7 | -6 | 10 | 8 | -7 | 1 | -10
CC1CCN(c2ccc(NC(=O)Cn3c(=O)oc4ccccc43)cc2)CC1 | 1 | 0 | 2 | 2 | 18 | 2 | 3 | 5
O=c1c(F)cn(C2CCCO2)c(=O)n1Cc1ccccc1Cl (stereo not drawn) | -7 | -4 | -9 | 8 | -1 | -7 | 1 | -5
O=C(Nc1nnc(-c2cccs2)o1)c1cccc(Oc2ccccc2)c1 | -31 | 18 | 2 | 1 | 8 | -13 | 4 | 12
CCc1cc2c(N3CCN(c4ccccc4)CC3)ncnc2s1 | 0 | -3 | -9 | 14 | 15 | 11 | -1 | -10
COc1nonc1NC(=O)CSc1nc2ccccc2[nH]1 | -5 | -7 | 5 | 7 | -8 | -2 | 1 | -1
COc1cc(NC(=O)CSc2nnc(C)s2)cc(OC)c1OC | -7 | 0 | 3 | 23 | -14 | 0 | 1 | 3
COc1ccc(-c2cc(C(=O)NCC(C)C)no2)cc1 | 1 | 10 | 21 | 6 | 7 | 8 | 0 | -6
CCOC(=O)c1ccc(COC(=O)CCc2nc3ccccc3[nH]c2=O)o1 | -5 | 9 | -7 | -74 | 1 | 0 | 2 | -1
Cc1cccn2c(=O)nc(SCC(=O)N3CCCC3)nc12 | -2 | 3 | -9 | -58 | -2 | -5 | 3 | 0
Cc1cccc(OCc2nnc(SCc3nc4ccccc4c(=O)[nH]3)o2)c1 | -7 | -8 | -7 | 5 | 10 | -1 | 1 | -3
COc1ccc(N=C2SC(CC(=O)Nc3ccccc3OC)C(=O)N2Cc2ccco2)cc1 (stereo not drawn) | 18 | 3 | -1 | 16 | 15 | 1 | -1 | -12
CCOc1cc(C(N)=O)cc(Cl)c1OCc1ccccc1 | -5 | -15 | 5 | 11 | 8 | -1 | 3 | -10
CC(=O)c1c(C)[nH]c(C(=O)CN2CCN(S(=O)(=O)c3ccccc3[N+](=O)[O-])CC2)c1C | 7 | -24 | -12 | 27 | 4 | 3 | 2 | -16
Cc1ccc(NC(=O)CCC(=O)NNC(=O)c2ccccc2[N+](=O)[O-])c(C)c1 | -19 | 9 | -2 | 11 | -1 | 4 | 2 | 6
O=C(O)[C@@H]1CCCN1S(=O)(=O)c1cccc(S(=O)(=O)N2CCC[C@H]2C(=O)O)c1 | -1 | 6 | 2 | 8 | 12 | 2 | 0 | -1
O=C(NCc1ccco1)c1cccc2c1C(=O)N(C1CCCCC1)C2 | -6 | 0 | -4 | 23 | 6 | -7 | -1 | -1
Cc1cccc(C(=O)NCC(=O)N2CCCC2)c1 | -15 | 0 | -10 | 1 | -15 | -3 | 3 | -2
COc1cc2c(cc1OC)-c1c(OC)c(OC)cc3ccnc(c13)C2=O | 31 | 9 | 6 | 32 | 19 | 28 | 60* | -3
N#C/C(=C\c1cccnc1)C(=O)Nc1cccc2ccccc12 | 13 | -2 | -2 | -10 | -5 | 3 | -10 | -4
Cc1cc(OCC(=O)Nc2ccccc2C(N)=O)c2c(C)cc(=O)oc2c1 | 5 | -3 | -11 | -42 | -6 | 0 | 3 | 7
O=[N+]([O-])c1cc(CN(CCO)CCO)ccc1O | 7 | 5 | 5 | 18 | -29 | 1 | 0 | 3
Cc1cc(NC(=O)COC(=O)c2c(Cl)cccc2Cl)no1 | 6 | -13 | -2 | 8 | 14 | -4 | 2 | -9
C/C=C(/C)C(=O)OC1c2c(ccc3ccc(=O)oc23)OC(C)(C)C1OC(C)=O (stereo not drawn) | -1 | -5 | 2 | -78 | 10 | 1 | -2 | 5
CC1=C(C(=O)OCc2ccccc2)C(c2ccc3ccccc3c2)NC(=O)N1CCCC(=O)O (stereo not drawn) | -34 | 0 | -3 | -5 | 9 | 4 | 2 | -2
CCC(C)Cn1cnc2c(SCc3ccccc3F)nc(N)nc21 (stereo not drawn) | 6 | / | / | 4 | / | 1 | 1 | /
Cc1ccc(-c2nn(C)c(=O)c3ccccc23)cc1CN1CCOCC1 | -4 | -13 | -6 | 17 | -1 | -7 | 1 | 3
O=C(CSc1ccc(Cl)cc1)NN=C1CCCCCC1 | 5 | -28 | -8 | 9 | 12 | -5 | 5 | -5
C[C@@H]1NC(=O)c2cc([N+](=O)[O-])cc(I)c2OCC[C@@H](C(=O)NC(CC(=O)O)C(N)=O)NC(=O)[C@H](CC(N)=O)NC1=O (stereo partly drawn) | -10 | -18 | 10 | / | 11 | 4 | / | -7
NC(=O)C1CCN(c2oc(/C=C/c3ccc(F)cc3)nc2S(=O)(=O)c2ccccc2)CC1 | 1 | 2 | 2 | -477 | 27 | -2 | -31 | -5
Cc1c(-c2n[nH]c(=S)n2-c2ccc(Br)cc2)nnn1-c1ccc(Cl)cc1 | 38 | 4 | 8 | 8 | 32 | -2 | -46 | 0
COCc1cc(=O)oc2cc(NC(=O)c3ccc(C(C)(C)C)cc3)ccc12 | 0 | -3 | -4 | -282 | -64 | -7 | 1 | -4
CS(=O)(=O)c1ccc(Cl)c(C(=O)OCC(=O)NC2CCCCCCC2)c1 | 4 | 3 | 2 | 2 | -6 | -1 | 1 | -5
CCCn1c(SCC(=O)NCCc2ccc(Cl)cc2Cl)n[nH]c1=O | -7 | -15 | 0 | 7 | -14 | 8 | 2 | -11
Cc1ccccc1NC(=O)COC(=O)c1ccc2c(c1)OCCO2 | -1 | 4 | -6 | 6 | 3 | -3 | 1 | -11
CCN(C(=O)COC(=O)C(C)(C)Oc1ccc(Cl)cc1)c1c(N)n(Cc2ccccc2)c(=O)[nH]c1=O | 11 | / | / | 12 | / | -6 | 1 | /
O=C1CCCc2c1cc(C(=O)Nc1ccc(Br)cn1)c(=O)n2-c1ccccc1 | 27 | 6 | -5 | -96 | 21 | 22 | 70* | -4
CCN(C(=O)COC(=O)c1c(-c2ccccc2)noc1C)c1c(N)n(Cc2ccccc2)c(=O)[nH]c1=O | -8 | 8 | 0 | 2 | 6 | 1 | -2 | -3
COc1cc2c(cc1OC)CN(C(=O)c1ccc(OC)c(S(=O)(=O)N3CCCC3)c1)CC2 | -1 | -1 | 6 | -9 | 14 | 5 | 1 | -2
COc1ccc(/C=N/Nc2nncc3ccccc23)cc1 | 5 | 99* | 97* | -2 | 1 | -2 | 1 | 97*
COc1cc(NC(=S)NCCc2c[nH]c3ccccc23)c(OC)cc1Cl | -4 | -16 | -1 | 7 | 9 | -2 | 0 | -2

Quoted from the listing, 12 compounds:
SMILES | PfGluPho inh | SENP6 block | SENP7 inh | SENP8 block-1 | Apaf1 inhib | HKDC1 inhibitor | SENP1 FRET inh | SENP8 block-2
NC(=O)C1CCN(c2oc(/C=C/c3ccc(F)cc3)nc2S(=O)(=O)c2ccccc2)CC1 | 1 | 2 | 2 | -477 | 27 | -2 | -31 | -5
Cc1c(-c2n[nH]c(=S)n2-c2ccc(Br)cc2)nnn1-c1ccc(Cl)cc1 | 38 | 4 | 8 | 8 | 32 | -2 | -46 | 0
COCc1cc(=O)oc2cc(NC(=O)c3ccc(C(C)(C)C)cc3)ccc12 | 0 | -3 | -4 | -282 | -64 | -7 | 1 | -4
CS(=O)(=O)c1ccc(Cl)c(C(=O)OCC(=O)NC2CCCCCCC2)c1 | 4 | 3 | 2 | 2 | -6 | -1 | 1 | -5
CCCn1c(SCC(=O)NCCc2ccc(Cl)cc2Cl)n[nH]c1=O | -7 | -15 | 0 | 7 | -14 | 8 | 2 | -11
Cc1ccccc1NC(=O)COC(=O)c1ccc2c(c1)OCCO2 | -1 | 4 | -6 | 6 | 3 | -3 | 1 | -11
CCN(C(=O)COC(=O)C(C)(C)Oc1ccc(Cl)cc1)c1c(N)n(Cc2ccccc2)c(=O)[nH]c1=O | 11 | / | / | 12 | / | -6 | 1 | /
O=C1CCCc2c1cc(C(=O)Nc1ccc(Br)cn1)c(=O)n2-c1ccccc1 | 27 | 6 | -5 | -96 | 21 | 22 | 70* | -4
CCN(C(=O)COC(=O)c1c(-c2ccccc2)noc1C)c1c(N)n(Cc2ccccc2)c(=O)[nH]c1=O | -8 | 8 | 0 | 2 | 6 | 1 | -2 | -3
COc1cc2c(cc1OC)CN(C(=O)c1ccc(OC)c(S(=O)(=O)N3CCCC3)c1)CC2 | -1 | -1 | 6 | -9 | 14 | 5 | 1 | -2
COc1ccc(/C=N/Nc2nncc3ccccc23)cc1 | 5 | 99* | 97* | -2 | 1 | -2 | 1 | 97*
COc1cc(NC(=S)NCCc2c[nH]c3ccccc23)c(OC)cc1Cl | -4 | -16 | -1 | 7 | 9 | -2 | 0 | -2
